# CHRM1 PAM = positive allosteric modulators of human M1 muscarinic receptor. CHO-K1 hM1, Fluo-8 calcium fluorescence, ACh EC20; 0% = ACh EC20, 100% = maximal ACh. activation, % at 3 µM. 0.088% of 360,000 active; in the data active means activation above about 19%, passing the limit was not always enough
# Target sequence (P11229 whole entry, looked up): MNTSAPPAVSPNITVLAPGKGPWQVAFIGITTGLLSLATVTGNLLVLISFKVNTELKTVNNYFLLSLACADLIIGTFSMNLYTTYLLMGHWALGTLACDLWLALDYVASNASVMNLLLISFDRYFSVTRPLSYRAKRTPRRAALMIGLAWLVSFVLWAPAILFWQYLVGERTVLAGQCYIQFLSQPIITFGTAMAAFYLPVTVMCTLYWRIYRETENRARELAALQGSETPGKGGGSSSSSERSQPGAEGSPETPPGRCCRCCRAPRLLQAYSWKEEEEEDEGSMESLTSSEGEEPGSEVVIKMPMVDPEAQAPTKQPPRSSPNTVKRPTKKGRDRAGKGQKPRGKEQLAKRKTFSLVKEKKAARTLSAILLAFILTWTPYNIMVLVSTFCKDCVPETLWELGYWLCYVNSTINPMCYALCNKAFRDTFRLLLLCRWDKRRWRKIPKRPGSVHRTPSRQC
# CHRM1 antagonist = human CHRM1 antagonism. P11229. CHO-K1 hM1, Fluo-8 calcium fluorescence, ACh EC80 antagonist. inhibition, % at 3 µM. 1.3% of 360,000 active. AID 588852;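 active means percent inhibition above its own plate's cutoff, namely the mean of that plate's compound wells plus 3 SD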;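 further: peak over basal fluorescence ratio during 140 s after agonist addition; 0% = ACh EC80 plus DMSO and 100% = DMSO alone without agonist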
# M1 ag = activates human CHRM1 receptor; 0.33% of 360,000 active; AID 588814; activation, % at 3 µM; CHO-K1 hM1, Fluo-8 calcium fluorescence, agonist mode; 0% DMSO, 100% acetylcholine EC100;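 active means activation above the run's mean compound activation plus 3 SD, cut at about 16% in these data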;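 further: peak over basal fluorescence ratio within a 140 s kinetic read after compound addition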
# OXTR agonist = activates the human oxytocin receptor; P30559; activation, % at 3 µM; 0.32% of 320,000 active; CHO-OTR cells, Fluo-8 calcium fluorescence; normalized: DMSO 0%, oxytocin 100%;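 active means activation above the mean of all tested compounds plus 3 SD, cutoff set per screening run, cut at about 20% in these data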;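 further: peak over basal fluorescence ratio from a 100 s FLIPR kinetic read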
# CHO parental Ca = counter-screen for OX1R antagonists: effect in parental CHO cells; inhibition, % at 5.6 µM; parental CHO-K1, ATP-induced calcium, Fluo-8 fluorescence; 0.63% of 330,000 active;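 active means inhibition above that plate's mean sample inhibition plus 3 SD, cut at about 26% in these data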;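 further: 0% = ATP-challenged DMSO wells and 100% = DMSO wells without ATP; some compounds past the cut are filed as inactive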
#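 Material – parental CHO cells · Reagent – ATP stimulus · Compound – single nominal dose of 5.6 µM per compound · Detection – Fluo-8 fluorescence · Read-out basis – percent inhibition of calcium signal · Controls – ATP-challenged DMSO wells low, unchallenged DMSO wells high · Repeats – no replicates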
# OXTR potentiator = potentiators of human oxytocin receptor | P30559 | CHO-OTR cells, Fluo-8 calcium fluorescence, potentiator mode; 0% = oxytocin EC15, 100% = EC100 | activation, % at 3 µM | 0.061% of 320,000 active | AID 2445;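 active means activation above that plate's cutoff, the mean activation of tested compounds plus 3 SD, cut at about 6.6% in these data, passing the limit was not always enough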;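 further: 100% uses oxytocin at 75 nM as the full agonist control; some results filed as inactive read as strong as hits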
#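 Material: CHO-OTR cells, human receptor; compound dosing: single dose, 3.0 µM nominal final compound concentration; schedule: 6 min compound pre-incubation at room temperature, 100 s kinetic read; measured by: kinetic Fluo-8 calcium fluorescence; read-out basis: % activation vs EC15 and EC100 oxytocin; controls: EC15 oxytocin alone as 0%, 75 nM oxytocin as 100%; replicates: singlicate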
# TAAR1 agonist = agonists of human TAAR1 | CHO RD-HGA16 TAAR1, Fluo-8 calcium fluorescence; vehicle wells 0%, saturating PEA agonist 100% | 0.99% of 360,000 active | Q96RJ0 | activation, % at 3 µM;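 active means activation above the mean activation of all test compounds in the run plus 3 SD, cut at about 38% in these data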
#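 Signal – calcium-sensitive Fluo-8 signal, excitation 470-495, emission 515-575 nm · System – RD-HGA16 (CHO) cells co-expressing Gα16 and hTAAR1 · Incubation – 17-24 h seeding, 75 min 37 °C dye, 30 min RT · Compound dosing – 3 µM single concentration · Repeats – no replicates (n 1)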
# V1R ag counter = counter-screen for oxytocin receptor agonists: human V1a receptor agonists. P37288. CHO-V1R cells, Fluo-8 calcium fluorescence, agonist mode; 0% DMSO, 100% 3 nM vasopressin. 0.25% of 320,000 active. activation, % at 3 µM;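 active means activation above the mean activation of all tested compounds plus 3 SD, per screening run, cut at about 20% in these data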;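 further: signal is peak over basal fluorescence ratio across a 100 second FLIPR read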
# Target sequence (P37288 whole entry, looked up): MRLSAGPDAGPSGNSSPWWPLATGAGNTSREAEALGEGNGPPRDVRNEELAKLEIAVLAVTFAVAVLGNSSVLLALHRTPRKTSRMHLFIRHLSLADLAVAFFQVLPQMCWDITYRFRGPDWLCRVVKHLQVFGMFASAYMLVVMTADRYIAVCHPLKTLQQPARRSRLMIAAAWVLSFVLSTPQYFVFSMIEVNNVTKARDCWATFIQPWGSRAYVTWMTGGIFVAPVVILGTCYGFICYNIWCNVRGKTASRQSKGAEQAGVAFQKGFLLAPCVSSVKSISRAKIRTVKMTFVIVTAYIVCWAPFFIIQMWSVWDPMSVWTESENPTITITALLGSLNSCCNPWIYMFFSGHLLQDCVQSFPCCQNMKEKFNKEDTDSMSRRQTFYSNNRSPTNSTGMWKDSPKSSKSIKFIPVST
# TAAR1 antagonist = antagonists of human TAAR1; CHO RD-HGA16 TAAR1, Fluo-8 calcium fluorescence, antagonist; 1.5% of 360,000 active; AID 624466; inhibition, % at 3 µM;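 active means inhibition above a per-plate cutoff, the mean inhibition of test compounds on that plate plus 3 SD, cut at about 49% in these data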;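 further: 0% = DMSO plus EC80 beta-PEA response and 100% = DMSO alone without agonist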
#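 Test system – hTAAR1-expressing CHO RD-HGA16 cells, Gα16-coupled · Also added – β-PEA at EC80 concentration, post-compound challenge · Compound – 3 µM, single point · Incubation – dye loading 75 min at 37 °C, then 30 min room temperature · Measured by – Fluo-8 intracellular calcium dye fluorescence, real-time kinetic reads · Benchmarks – vehicle and agonist controls · Replicates – singlicate, one well per test compound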
# * marks the source's active call; other numbers are inactive results; x = no result given.
SMILES,CHRM1 PAM,CHRM1 antagonist,M1 ag,OXTR agonist,CHO parental Ca,OXTR potentiator,TAAR1 agonist,V1R ag counter,TAAR1 antagonist
CS(=O)(=O)c1ccc2nc(NC(=O)Nc3ccc(Cl)c(Cl)c3)sc2c1,6,-6,-1,-0.8,-4,-6,7,3.2,4
C=CCNC(=O)/C(C#N)=C/c1ccc(SC)cc1,11,-9,0,-1.8,7,-9,10,-0.1,-3
COc1ccc(C)cc1NC(=O)CSc1nnnn1C1CCCC1,10,-9,-2,-2.3,-8,4,0,-0.7,2
COC(=O)/C=C/CC(C)OS(N)(=O)=O (configuration not stated),16,-6,0,0.2,-11,-2,12,1.1,-6
COC(=O)[C@@H]1Cc2c([nH]c3ccccc23)C(C)N1C(=O)c1ccccc1 (some centres not stated),4,2,-5,2.4,-18,-14,7,5.0,-7
Cc1ccc(-c2nnc(SCC(=O)N/N=C/c3ccccc3C(=O)O)n2-c2ccc(Cl)cc2)cc1,9,-13,-3,0.4,-14,-1,1,0.3,-31
NC(=O)c1nccc2ccccc12,3,-10,-4,x,x,x,5,x,-15
Cn1c(CC(=O)Nc2ccccc2)nnc1SCC(=O)NC1CCCC1,2,-5,-5,-0.2,-11,1,-1,0.4,-1
CC(C)(C)NC(=O)CN1CCC(NC(=O)C23CC4CC(CC(C4)C2)C3)CC1,-2,19,-4,2.1,-8,-11,0,0.8,10
CSCCC(NC(=O)COc1ccccc1)C(=O)N(C)CC(=O)Nc1ccc(Cl)cc1 (configuration not stated),3,-5,-4,1.5,-18,-7,6,3.6,-5
CCCC(=O)c1cc2c(cc1NC(=O)c1ccccc1F)OCCO2,6,-7,-3,-0.3,-8,-10,15,-0.2,-18
Cc1nnc(C)n1/N=C/c1ccc(O)cc1,5,-10,-2,1.3,-7,0,1,-0.3,3
Cc1cc(-c2ccccc2)nc(N(C)C)c1S(C)(=O)=O,9,-4,-5,-1.0,-8,-6,7,-0.7,8
Cc1ccc(Cc2c(-c3ccc(Br)cc3)nc3ccc(Br)cn23)cc1,4,-13,-6,x,x,x,0,x,15
COc1ccc(Cl)cc1S(=O)(=O)NCc1ccncc1,4,-8,0,1.8,-2,-4,14,3.8,-21
O=C(Nc1nnc([C@@H]2C[C@H](O)[C@@H](CO)O2)s1)c1cccc(C(F)(F)F)c1,-6,11,-1,x,x,x,1,x,1
COc1ccccc1-c1cc(C(=O)N2CCCc3ccccc32)no1,1,-10,-6,-2.0,-20,-8,-1,-0.9,-18
CCC1(CC)Cc2ccccc2C(C2=C(O)CC(C)(C)CC2=O)=N1,1,-3,-6,-1.1,-10,-3,1,0.2,-16
Cc1cccc(-n2nnnc2SCC(=O)Nc2ccc(N3CCN(C)CC3)cc2)c1,-12,19,-5,0.4,-4,-5,18,1.2,-6
CCc1ccc(C(c2c(C)nn(-c3ccccc3)c2N)c2c(C)nn(-c3ccccc3)c2N)cc1,4,-3,-6,-2.2,-22,-3,-2,-1.6,3
Cc1nc2c(-c3ccc(F)cc3)cnn2c(N)c1-c1ccccc1,5,-1,-5,0.9,12,-15,0,0.6,-17
O=C(CCC(=O)c1cccs1)NCC(=O)Nc1ccc(F)c(F)c1F,4,-3,-6,-1.3,-9,-5,4,0.4,5
CC(=O)c1nnn(-c2nc(N3CCCC3)nc(N(c3ccccc3)c3ccccc3)n2)c1C,4,-6,-3,-1.3,-1,-4,19,0.1,-4
O=C1NN(c2ccccc2)C(=O)/C1=C/c1ccc(Sc2cccc3ccccc23)o1,3,-5,-3,0.0,4,-1,-2,-0.9,-24
O=C1Nc2ccc(Cl)cc2/C1=C/C1CC=CCC1 (configuration not stated),-2,-3,-4,-1.0,3,-4,5,0.9,-8
Cc1ccc(NC(=O)CN(C)C(=O)c2cccc(-n3cccc3)c2)cc1,6,-3,-1,x,x,x,3,x,-23
COc1ccc(C(=O)NCCCOc2cccc(NC(C)=O)c2)cc1,21,-12,-1,-0.6,-6,-14,0,-0.2,0
Cc1onc(-c2ccccc2Cl)c1C(=O)OCC(=O)N1CCCc2ccccc21,-1,2,1,0.4,-16,-17,1,1.3,8
COc1ccc(CCn2c(SCC(=O)Nc3cc(C)on3)nc3ccsc3c2=O)cc1OC,-12,15,-2,-1.2,-1,1,9,0.9,32
COc1ccc(CNC(=O)COC(=O)CCOc2ccccc2)cc1,5,-6,-5,-1.1,-13,-1,5,1.0,0
CCOC(=O)C1CCN(C2=NC(=O)/C(=C/c3ccc(Cl)cc3)S2)CC1,1,-10,-3,-1.8,-12,-10,-4,-0.5,-8
O=C(Cn1cnc2ccccc2c1=O)N/N=C/c1ccc(Br)cc1,-1,-5,-5,-0.1,-13,-1,19,0.2,-38
COCCNC(=O)c1cccc2c(-c3cccc(C(N)=O)c3)coc12,-4,4,-1,x,x,x,0,x,-20
Cc1cc(N2CC(C)OC(C)C2)n2cc(-c3ccccc3)nc2n1 (configuration not stated),4,-6,-3,-0.2,0,-9,0,0.3,-6
S=C(NCCc1ccccc1)N/N=C/c1ccc(Cl)cc1,7,-18,-6,-1.1,-20,-4,3,-1.3,-45
CC(C)NC(=O)CSc1nc2sccc2c(=O)n1-c1ccccc1,6,-2,-7,-1.1,-12,-7,-3,0.4,-11
O=C(CSc1nnc(Nc2ccccc2)s1)Nc1ccc(S(=O)(=O)N2CCOCC2)cc1,-7,19,1,5.1,22,-19,26,6.7,57*
COC(=O)c1ccccc1N=C(SC)N(C)C,5,-17,-2,-0.7,-11,-1,-2,1.2,11
CCOC(=O)C1CCCN(C2CC(=O)N(c3cccc(C)c3)C2=O)C1 (configuration not stated),-23,23,47*,0.6,-1,2,36,0.9,15
N#Cc1ccc(S(=O)(=O)N2CCCCC2c2cc(C(=O)NCc3cccnc3)no2)cc1 (configuration not stated),1,-10,-6,x,x,x,0,x,-2

# Limited to V1R ag counter, OXTR potentiator and OXTR agonist, for 2 of the compounds above:
molecule	V1R ag counter	OXTR potentiator	OXTR agonist
CC(C)NC(=O)CSc1nc2sccc2c(=O)n1-c1ccccc1	0.4	-7	-1.1
O=C(CSc1nnc(Nc2ccccc2)s1)Nc1ccc(S(=O)(=O)N2CCOCC2)cc1	6.7	-19	5.1

# With a hit mark in TAAR1 antagonist (from the list above):
Structure	CHRM1 PAM	CHRM1 antagonist	M1 ag	OXTR potentiator	TAAR1 antagonist
O=C(CSc1nnc(Nc2ccccc2)s1)Nc1ccc(S(=O)(=O)N2CCOCC2)cc1	-7	19	1	-19	57*

# (further entries)
SMILES,CHRM1 PAM,CHRM1 antagonist,M1 ag,OXTR agonist,CHO parental Ca,OXTR potentiator,TAAR1 agonist,V1R ag counter,TAAR1 antagonist
O=c1cc(Cl)[nH]n(-c2ccccc2)c1=O,3,-6,-1,-0.2,-4,4,17,0.8,-12
COc1cc(/C=N/N=C(\N)c2nonc2N)cc(OC)c1O,6,-10,-3,0.2,-13,-4,1,0.1,-3
COc1ccccc1/C=C/C(=O)NC(=S)NCC1CCCO1 (configuration not stated),-12,35*,-3,-2.2,-9,1,6,-0.9,74*
COc1ccc(CCNC(=O)c2cc3c(=O)n4ccccc4nc3n(CCN3CCOCC3)c2=N)cc1,-8,7,2,6.2,-1,-8,7,9.2,18
COc1ccccc1NC(=S)NC1CCCCC1,-8,6,-4,-0.9,-2,-3,1,-0.5,10
COc1ccc(CCNC(=O)C2CC(c3ccccc3C(F)(F)F)=NO2)cc1 (configuration not stated),11,4,0,2.3,-19,-6,13,2.2,17
CO/N=C/C(=N\Nc1ccc(OC)cc1)C(=O)c1ccc(OC)cc1,-2,-7,-2,-0.7,-13,-4,0,0.2,16
COc1cc(OC)cc(-c2nn[nH]n2)c1,14,-8,-4,1.6,-3,4,1,1.0,-11
O=C(Cc1c(Cl)cccc1Cl)OCC(=O)N1CCOCC1,5,-7,-1,1.8,-9,-5,4,1.6,0
CNC(=O)CSc1nc(-c2ccccc2)c(-c2ccccc2)[nH]1,5,-4,-1,-0.6,-12,-16,11,-0.2,3
CCOC(=O)C(C)Sc1nc(N)c(NC(=O)c2ccc(OC)c(OC)c2)c(=O)[nH]1 (configuration not stated),10,-10,-2,0.5,2,-2,4,-1.0,-16
CCOC(=O)c1ccc(Nc2sc(C(=O)c3cccc([N+](=O)[O-])c3)c(N)c2C#N)cc1,7,0,4,-0.4,-5,-15,2,-0.5,11
Cc1ccccc1OCCC(=O)Nc1c(C)n(C)n(-c2ccccc2)c1=O,7,-7,-4,-0.8,-9,-3,5,-0.1,-4
Cc1ccc(-c2nc(C#N)c(N3CCC(C(N)=O)CC3)o2)cc1,16,-16,-4,2.3,-12,-4,-2,0.2,2
CS(=O)(=O)c1ccc(C(=O)NC2CCCc3ccccc32)cc1 (configuration not stated),2,-4,-7,1.0,-4,-3,x,0.8,x
Cc1ccc2nc(NCCCO)[nH]c2c1,7,-19,-2,0.6,-6,-11,37,0.2,-15
COc1ccc(-c2nnc(SCC(=O)NCc3ccco3)o2)cc1,-1,-14,-4,1.1,-19,-7,-3,-0.1,7
Cc1[nH]c2ccc(C(=O)OCC(=O)Nc3cccc(S(N)(=O)=O)c3)cc2c1C,-1,-3,2,1.2,2,-5,9,-0.1,24
CCN(CC(=O)NC1CC1)S(=O)(=O)c1ccc(OC)cc1,3,3,-2,0.9,-13,-6,2,0.1,-3
Cc1cc(C(=O)N2CCN(c3ccc([N+](=O)[O-])cc3)CC2)co1,9,-5,-2,1.6,8,-5,3,4.7,-33
Cc1cccc(SCC(=O)Nc2ccccc2[N+](=O)[O-])c1,-2,3,-7,-1.6,-25,-5,0,-1.1,1
Cc1nc(-c2ccc(Br)cc2)ccc1C(=O)O,7,-14,-6,0.2,3,-6,4,0.9,6
COC(=O)C1=C(C)N(Cc2ccccc2)C(=NCc2cccc(C(F)(F)F)c2)N[C@H]1c1cccc(C(F)(F)F)c1,5,-4,-3,9.0,10,1,x,3.8,x
O=C(NCc1ccc2c(c1)OCO2)c1ccc(-c2ccc(Cl)cc2)o1,-11,12,-3,-0.9,-9,-2,3,1.6,16
Cc1ccc(NS(=O)(=O)c2ccc3c(c2)n(C)c(=O)n3C)cc1,5,-5,-2,3.4,0,-21,x,5.5,x
CS(=O)(=O)c1ccc(Cl)c(NC(=O)COC(=O)CNC(=O)c2ccccc2)c1,-5,7,-8,0.2,-9,-2,1,0.3,-10

# Screening results deposited in PubChem BioAssay by The Scripps Research Institute Molecular Screening Center.
